Cav3 T inh: human Cav3.2 channel inhibition, primary screen. O95180. Cav3.2-expressing cells, Fluo-4 calcium fluorescence FDSS; active compounds read low. B-score at 10 µM. 4% of 100,000 active;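 active = single-dose well whose peak fluorescence ratio is a statistical outlier from its plate by either plate-standardised score or position-corrected B-score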
Target sequence (O95180 whole entry, looked up): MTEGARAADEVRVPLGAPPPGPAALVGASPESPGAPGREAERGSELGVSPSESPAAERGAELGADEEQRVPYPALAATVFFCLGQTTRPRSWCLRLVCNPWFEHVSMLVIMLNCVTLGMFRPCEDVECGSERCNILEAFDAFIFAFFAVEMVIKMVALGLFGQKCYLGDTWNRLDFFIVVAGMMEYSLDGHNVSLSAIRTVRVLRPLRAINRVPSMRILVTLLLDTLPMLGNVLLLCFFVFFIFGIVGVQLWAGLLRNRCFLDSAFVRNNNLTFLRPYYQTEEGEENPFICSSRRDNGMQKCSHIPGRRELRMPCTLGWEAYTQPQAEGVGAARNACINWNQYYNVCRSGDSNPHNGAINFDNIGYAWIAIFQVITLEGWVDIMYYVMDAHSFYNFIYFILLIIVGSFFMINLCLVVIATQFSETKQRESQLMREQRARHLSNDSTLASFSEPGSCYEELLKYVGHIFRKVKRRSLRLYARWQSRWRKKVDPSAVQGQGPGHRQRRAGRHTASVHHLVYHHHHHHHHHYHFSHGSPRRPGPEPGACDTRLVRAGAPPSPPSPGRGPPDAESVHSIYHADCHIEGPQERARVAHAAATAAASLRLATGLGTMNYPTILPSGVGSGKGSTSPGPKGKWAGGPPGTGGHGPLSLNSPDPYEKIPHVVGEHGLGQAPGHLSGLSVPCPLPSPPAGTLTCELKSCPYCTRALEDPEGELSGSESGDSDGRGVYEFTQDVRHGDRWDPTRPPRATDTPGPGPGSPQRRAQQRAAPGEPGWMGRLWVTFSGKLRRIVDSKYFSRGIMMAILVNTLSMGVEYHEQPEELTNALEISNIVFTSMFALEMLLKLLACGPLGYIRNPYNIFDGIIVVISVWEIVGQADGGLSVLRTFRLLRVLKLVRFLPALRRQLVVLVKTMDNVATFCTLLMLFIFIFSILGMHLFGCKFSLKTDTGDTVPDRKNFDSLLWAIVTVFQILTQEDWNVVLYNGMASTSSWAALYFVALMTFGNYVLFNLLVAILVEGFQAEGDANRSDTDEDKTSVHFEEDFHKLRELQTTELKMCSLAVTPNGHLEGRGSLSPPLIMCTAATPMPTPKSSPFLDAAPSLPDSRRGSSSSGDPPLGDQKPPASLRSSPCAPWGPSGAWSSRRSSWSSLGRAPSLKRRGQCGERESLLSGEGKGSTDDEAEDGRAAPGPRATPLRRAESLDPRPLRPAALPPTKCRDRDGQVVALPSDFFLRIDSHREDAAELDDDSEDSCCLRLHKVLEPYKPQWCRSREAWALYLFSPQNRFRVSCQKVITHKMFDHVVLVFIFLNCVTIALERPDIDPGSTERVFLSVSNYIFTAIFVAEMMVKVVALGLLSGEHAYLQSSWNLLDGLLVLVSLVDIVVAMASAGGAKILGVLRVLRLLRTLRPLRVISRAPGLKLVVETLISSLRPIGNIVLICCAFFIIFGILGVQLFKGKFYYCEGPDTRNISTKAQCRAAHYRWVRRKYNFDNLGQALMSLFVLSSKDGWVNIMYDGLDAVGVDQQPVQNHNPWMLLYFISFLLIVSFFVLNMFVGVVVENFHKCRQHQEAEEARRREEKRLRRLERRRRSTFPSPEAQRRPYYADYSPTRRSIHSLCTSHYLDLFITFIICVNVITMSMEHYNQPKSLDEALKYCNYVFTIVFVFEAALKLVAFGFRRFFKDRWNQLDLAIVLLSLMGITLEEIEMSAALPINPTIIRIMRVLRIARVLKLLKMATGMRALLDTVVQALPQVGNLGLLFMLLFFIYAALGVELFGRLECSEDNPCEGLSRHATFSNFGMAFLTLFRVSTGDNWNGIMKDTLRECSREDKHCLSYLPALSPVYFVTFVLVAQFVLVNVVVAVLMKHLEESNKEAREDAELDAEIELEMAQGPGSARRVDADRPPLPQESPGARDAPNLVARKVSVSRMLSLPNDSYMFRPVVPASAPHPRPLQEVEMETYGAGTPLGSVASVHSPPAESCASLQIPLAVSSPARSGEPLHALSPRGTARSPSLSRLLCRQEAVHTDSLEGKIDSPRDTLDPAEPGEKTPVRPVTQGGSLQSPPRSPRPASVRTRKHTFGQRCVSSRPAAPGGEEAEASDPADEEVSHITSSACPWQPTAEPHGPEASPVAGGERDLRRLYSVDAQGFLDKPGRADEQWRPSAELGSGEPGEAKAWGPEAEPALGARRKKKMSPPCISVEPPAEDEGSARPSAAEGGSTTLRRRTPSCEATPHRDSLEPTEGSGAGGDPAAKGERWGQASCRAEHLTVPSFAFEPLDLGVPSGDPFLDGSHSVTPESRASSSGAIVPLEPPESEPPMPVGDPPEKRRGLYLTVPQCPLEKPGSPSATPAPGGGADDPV
* = called active by the depositor. The list is partial. The share of hits here may be higher or lower than overall.

Cav3 T inh | Compound
-2.7 | Cc1cccc(COCC(CC(C)C)N2CCN(C(=O)c3ccc(C(F)(F)F)cc3)CCC2=O)c1 (stereo unspecified)
0.81 | CCOC(=O)c1[nH]c(C)c(C(=O)NCc2cccnc2)c1C
0.034 | Cc1cc(Oc2ccc(=O)n(C)n2)nc(Oc2ccc(=O)[nH]n2)n1
-0.56 | COc1cccc(C(=O)CN2C3=NCCCN3c3ccccc32)c1
0.37 | Cn1nnnc1SCc1ccccc1[N+](=O)[O-]
-0.37 | CCOC(=O)CN(C(=O)Cn1nnc(-c2ccc(OC)cc2)n1)C(C(=O)NC1CCCC1)c1ccc(F)cc1 (stereo unspecified)
0.25 | COc1ccc(CC(=O)OCn2nnc3ccccc3c2=O)cc1
-0.013 | O=S1(=O)C[C@@H](N2CCOCC2)[C@H](N2CCOCC2)C1
-0.23 | Cc1ccc(S(=O)(=O)Nc2c(C)n(C)n(-c3ccccc3)c2=O)cc1
-2.7 | COc1ccc(OC)c(-c2cc(C3CCN(c4ncccc4[N+](=O)[O-])CC3)[nH]n2)c1
1.2 | COc1ccc(C(NC(=O)c2ccco2)c2ccc(OC)c(OC)c2)cc1 (stereo unspecified)
-0.45 | O=C(O)c1cc(S(=O)(=O)N2CCCCCC2)c(Cl)cc1Cl
0.17 | CN1CCN(CC#CCn2c3ccccc3c3ccccc32)CC1
0.005 | C=CCn1c(SCC(=O)NC2CCCCC2)nnc1C1CCCCC1
0.38 | O=C(NCc1ccco1)[C@@H]1CCCN1C(=O)c1cccs1
-0.82 | Cc1nn(CC#N)c(=O)n1-c1ccccc1
1.1 | CCOC(=O)c1c(N)sc2c1CCCC2
-0.053 | CCCC(=Nc1ccccc1)C1=C(O)C(C(=O)OC)C(C)(C)CC1=O (stereo unspecified)
0.18 | Cc1cccc(C(=O)NC2CCN(C(=S)NCc3ccco3)CC2)c1
-1.5 | C#C[C@]1(O)CC[C@H]2[C@@H]3CCc4cc(O)ccc4[C@H]3CC[C@@]21C
-2.8 | COC(=O)COc1ccc(Cl)cc1C1Nc2ccccc2C(=O)N1c1ccc(OC)cc1 (stereo unspecified)
2 | CCCCNc1nc2c(c(=O)n(C)c(=O)n2C)n1CCC
-0.66 | CC(CCc1ccco1)NC(=O)Nc1cccc(F)c1 (stereo unspecified)
0.29 | C=CCNC(=O)c1c(Cl)cccc1Cl
-5.1* | CC1CCC(NC(=O)Cn2c3c(c(-c4ccccc4Cl)cc2=O)CCC3)CC1 (stereo unspecified)
0.62 | COC(=O)CCC(=O)OC1(C)C(=O)C2=CN(CCCOC(C)C)C(c3ccc(OC)cc3)=CC2=C(Br)C1=O (stereo unspecified)
0.45 | Cc1nnc(-c2cnn(C)c2N)n1Cc1ccc(Cl)cc1
-0.16 | CC(C)(C)Nc1nc(NC(C)(C)C)nc(-n2ccnc2)n1
0.88 | COC(=O)CNC(=O)c1ccc2c(c1)S(=O)(=O)c1ccccc1C2=O
-0.051 | CCOC(=O)c1c2n(c3ccc(O)cc13)CCC2
-1.3 | c1ccc2[nH]c(CN3CCN(c4ncnc5c4oc4ccccc45)CC3)nc2c1
-1.2 | COc1ccc(OC)c(S(=O)(=O)N2CCc3ccccc32)c1
-0.08 | O=C(OCC1OC2C(Oc3nc(=O)ccn32)C1O)c1ccccc1 (stereo unspecified)
0.33 | O=C(Nc1cccc(-c2nc3ccccc3s2)c1)c1ccc2c(c1)OCO2
0.52 | O=C(Cc1cccs1)Nc1ccc(N2CCOCC2)cc1
0.2 | CC(=O)OC1COC(N2CCc3cc([N+](=O)[O-])ccc32)C(OC(C)=O)C1OC(C)=O (stereo unspecified)
0.25 | O=C(c1scc2c1CCCC2)N1CCOCC1
0.74 | CCOC(=O)Cn1nc(C)c(-c2ccccc2)c1N
0.086 | CC1Cc2ccccc2N1S(=O)(=O)c1cccc(C(=O)OCC(=O)NC2CCS(=O)(=O)C2)c1 (stereo unspecified)
-0.42 | c1cnc2c(SCc3ccc(-c4nnco4)cc3)cccc2c1
-0.4 | COc1ccc(/C=C/C(=O)NC(=S)Nc2ccccc2C(=O)NC2CCCCC2)cc1
-1 | COc1cc(NC(=O)CN(c2ccc(C)cc2)S(=O)(=O)c2c(C)n[nH]c2C)cc(OC)c1
1.1 | CC(=O)OCCCNc1cc(Sc2nc3ccccc3s2)c2nonc2c1[N+](=O)[O-]
-0.31 | Cc1ccc(CN2CC(C(=O)Nc3cc(S(C)(=O)=O)ccc3Cl)CC2=O)cc1 (stereo unspecified)
-0.82 | O=C(C1=C(O)C(=O)N(c2ncccn2)C1c1ccc(Cl)c(Cl)c1)c1ccco1 (stereo unspecified)
0.38 | Cc1oc2c(CN3CCCC3)c(O)ccc2c(=O)c1-c1ccccc1
-0.0023 | CC12CCC(C(=O)N3CCN(c4ccccc4)CC3)(CC1=O)C2(C)C (stereo unspecified)
-0.4 | COc1ccccc1CNC(=O)COc1ccccc1OC
-2.2 | COc1cc2c(cc1OC)CN(c1ccc(-c3ccccc3OC)nn1)CC2
-0.0079 | O=C(NC1CCCCC1NC(=O)c1ccco1)c1ccco1 (stereo unspecified)
0.25 | COC(=O)[C@@H](NC(=O)Nc1cccc(OC)c1)C(C)C
-0.49 | O=C(Cn1ccc(C(F)(F)F)n1)Nc1ccc(S(=O)(=O)NCc2ccco2)cc1
1.7 | CCc1nnc(NC(=O)CN2CCOCC2)s1
-0.0096 | CS(=O)(=O)c1ccc2c(c1)SC1=NC(=O)/C(=C/c3ccco3)C(=N)N12
-0.014 | Cc1onc(-c2ccccc2)c1C(=O)n1cc(Br)cn1
-6.6* | CC(C)c1ccc(NC(=O)N(CCc2nc3ccccc3[nH]2)C2CCCC2)cc1
-0.038 | Cc1cc(=O)[nH]c(SCC(=O)N2CCCCCC2)n1
-0.37 | O=C(Nc1nccs1)C1(S(=O)(=O)c2ccc(Cl)cc2)CC1
-2.8 | COc1ccc(C(=O)Nc2nc(-c3ccc(S(=O)(=O)N4CCOCC4)cc3)cs2)cc1
-5.8* | COc1ccccc1CNC(=O)C(CC(C)C)NC(=O)C1CCC(C)CC1 (stereo unspecified)

Following part:
Cav3 T inh | Compound
0.26 | CCN(CC)C(=O)CSc1nnc(-c2ccco2)o1
-0.65 | Cc1ccccc1N(Cc1ccccc1F)S(C)(=O)=O
0.19 | Cc1csc2nc(CCNS(=O)(=O)c3cccs3)cn12
-0.59 | Cn1nc(C(F)(F)F)c2cc(C(=O)Nc3ccc(F)cc3F)sc21
-1.9 | Cc1cc(NC(=O)c2cnn3c(C(F)(F)F)cc(-c4ccc(Br)cc4)nc23)no1
0.24 | COc1ccc(S(=O)(=O)N2CCC(C(=O)NC3CC3)CC2)cc1Cl
-6.6* | O=C(CN1CCN(Cc2ccccc2)CC1)Nc1cccc(C(F)(F)F)c1
1 | O=c1nc2s/c(=C\c3ccco3)c(=O)n2nc1Cc1ccc(F)cc1
1.1 | O=C(CC1CCCCC1)NC1CCCC1
0.42 | CCCCOc1ccccc1C(=O)NCCCC(=O)O
-5.1* | CC(=O)c1ccccc1OCCn1nnc(-c2ccc(C)cc2)n1
-3.5 | Cc1ccc(OCCCN2C(=O)C(=O)c3cccc(C)c32)cc1
-2.3 | Cc1csc2nc(CNS(=O)(=O)c3ccc4c(c3)OCCO4)cn12
-1.3 | COc1ccc(C(=O)CSc2nn3c(=O)c(C(C)(C)C)nnc3s2)cc1
1.3 | O=C(Nc1ccc(F)cc1)N1CCN(c2ccc3nnc(-c4ccc(F)cc4)n3n2)CC1
-0.7 | O=C(Nc1ccc(S(=O)(=O)N2CCOCC2)cc1)c1ccc(CN2CCc3ccccc3C2)cc1
-0.26 | Cc1ccc2[nH]c(=O)c(CN(CCCN(C)C)C(=O)Nc3cccc(Cl)c3)cc2c1
0.01 | COC(=O)c1cc(COC(=O)c2ccc3ccccc3n2)oc1C
1.5 | O=C(CCNS(=O)(=O)c1ccc(Cl)cc1)NCc1ccccn1
-0.96 | Cc1ccc(NC(=O)CSc2nnc(-c3ccccn3)n2C)cc1
-1.6 | O=C(NCC(c1cccnc1)N1CCN(c2ccc(F)cc2)CC1)c1ccccc1 (stereo unspecified)
-2.2 | CCOc1ccc(-n2c(SCc3nc(-c4cccs4)no3)nnc2-c2ccncc2)cc1
-2.3 | Cc1cnc(C(=O)OCC(=O)Nc2oc(-c3ccccc3)c(-c3ccccc3)c2C#N)cn1
1.1 | Cc1onc(-c2ccccc2Cl)c1C(=O)Nc1nnc(C(C)C)s1
0.21 | COc1ccc(NC(=O)Nc2ccc3c(c2)N(C)C(=O)CS3)cc1OC
-0.21 | N=c1c(C(=O)NC2CCCC2)cc2c(=O)n3ccccc3nc2n1CCN1CCOCC1
-2 | O=c1c2cnn(-c3ccccc3)c2nc(-c2cccs2)n1-c1ccc(Br)cc1
-0.81 | CSc1ccccc1NC(=O)c1ccc(Cl)s1
-1.8 | O=C(Oc1cccc(NC(=O)c2ccccc2Cl)c1)c1ccc([N+](=O)[O-])cc1
0.48 | Cc1ccc(C)c(S(=O)(=O)NC(CCC(N)=O)C(=O)O)c1 (stereo unspecified)
-0.0029 | COc1ccc(CN(C(=O)c2cnccn2)C(C(=O)NC(C)(C)C)c2cc(OC)c(OC)c(OC)c2)cc1 (stereo unspecified)
1.2 | COc1ccc(NC(=O)c2nc[nH]c2C(=O)N[C@@H](C)C(=O)OC(C)(C)C)cc1
-0.13 | O=C(CN1CCN(c2nc(-c3ccc(F)cc3)cs2)CC1)Nc1ccc2c(c1)OCO2
0.6 | COc1ccc(OC)c(C2C(C#N)=C(N)Oc3cc(C)n(Cc4ccccn4)c(=O)c32)c1 (stereo unspecified)
-0.024 | COC(=O)c1ccccc1OCCCOc1ccc(C=O)cc1OC
0.27 | O=C(c1ccc(-c2ccccc2)cc1)N1CCN(c2nc3ccccc3o2)CC1
1.1 | CCCn1nc(C(=O)NCc2ccccn2)c2ccccc2c1=O
1.7 | Clc1ccc2[nH]c3c(N4CCC5(CC4)OCCO5)ncnc3c2c1
0.067 | O=C(CSc1nc2ccccc2o1)Nc1ccc(N2CCOCC2)cc1
1 | COc1ccc2nc(SCC(=O)N3CC(=O)Nc4ccccc43)c(C#N)cc2c1

2 entries from above, in markdown.
| canonical_smiles | Cav3 T inh |
| --- | --- |
| Cc1onc(-c2ccccc2Cl)c1C(=O)Nc1nnc(C(C)C)s1 | 1.1 |
| COc1ccc(NC(=O)Nc2ccc3c(c2)N(C)C(=O)CS3)cc1OC | 0.21 |

Later entries:
Cav3 T inh | Compound
0.16 | Cc1cc(-c2ccccc2)nc2[n+]1CCN2C
-1 | O=C(CSc1nnc(-c2cccs2)o1)N1CCCc2ccccc21
-1 | O=C(CSc1ccc(-c2ccccc2)nn1)N1CCOCC1
-0.48 | CCn1c(SCC(=O)N2c3ccccc3Sc3ccccc32)nc2c1c(=O)n(C)c(=O)n2C
-0.0013 | CCOC(=O)C1CCN(C(=O)CS(=O)Cc2nc(-c3ccc(C)cc3)oc2C)CC1 (stereo unspecified)
0.067 | Cc1cccc(Nc2ncnc3nc[nH]c23)c1C
-2.5 | CCCN1C(=O)/C(=C/c2c(NCCCOCC)nc3c(C)cccn3c2=O)SC1=S
0.68 | O=C(N1CCOCC1)N(CCN1CCOCC1)Cc1cccc(Cl)c1
0.24 | O=C(NCCO)c1cccc(S(=O)(=O)N2CCCCC2)c1
-0.13 | CC(C)(C)c1nc2ccccc2c(=O)n1N1C(=O)c2ccccc2C1=O
-0.16 | Cc1c(Br)c([N+](=O)[O-])nn1CC(=O)NCc1cccnc1
0.73 | CCNC(=S)NNC(=O)c1ccoc1C
0.37 | CC1(C(=O)NC2CCCCC2)CCC(=O)N1Cc1cccs1 (stereo unspecified)
0.93 | CC1(C)Oc2ccc(C(=O)N3CCOCC3)cc2N(CC(=O)N2CCOCC2)C1=O
0.31 | C=CCN1c2ccccc2[C@]23C[C@@H](C(=O)OC)N(C(=O)c4ccco4)C2=NC(C(=O)OC)=C(C(=O)OC)[C@H]13
-0.28 | O=C(c1cc2cc(Br)cc(Br)c2oc1=O)N1CCCc2ccccc21
-0.83 | CCCCNC(=O)Cc1coc2ccc3ccccc3c12
1 | O=C(CN1CCN(Cc2ccccc2Cl)C1=O)NCC1CCCO1 (stereo unspecified)
1.8 | Cc1cc(NC(=O)CCc2ccc(S(=O)(=O)N3CCOCC3)cc2)n(-c2ccccc2)n1
0.8 | CC(C)NC[C@@H](O)c1ccc(O)c(O)c1
-0.76 | CCOc1ccc(NC(=O)N(C2CCCCC2)C(C)c2cccnc2)cc1 (stereo unspecified)
0.69 | Nn1c(SCC(=O)Nc2ccccc2F)nc2ccccc2c1=O
-1.2 | Cc1cc([N+](=O)[O-])nn1Cc1c(F)c(F)c(F)c(F)c1F
0.4 | O=C(O)C1CC=CCC1C(=O)NCCc1csc(-c2ccccc2)n1 (stereo unspecified)
-0.45 | CCCN1C(=O)CC(c2ccco2)Sc2ccccc21 (stereo unspecified)

In the list so far, 14 have fluorine.
Cav3 T inh | Compound
-2.7 | Cc1cccc(COCC(CC(C)C)N2CCN(C(=O)c3ccc(C(F)(F)F)cc3)CCC2=O)c1 (stereo unspecified)
-0.37 | CCOC(=O)CN(C(=O)Cn1nnc(-c2ccc(OC)cc2)n1)C(C(=O)NC1CCCC1)c1ccc(F)cc1 (stereo unspecified)
-0.66 | CC(CCc1ccco1)NC(=O)Nc1cccc(F)c1 (stereo unspecified)
-0.49 | O=C(Cn1ccc(C(F)(F)F)n1)Nc1ccc(S(=O)(=O)NCc2ccco2)cc1
-0.65 | Cc1ccccc1N(Cc1ccccc1F)S(C)(=O)=O
-0.59 | Cn1nc(C(F)(F)F)c2cc(C(=O)Nc3ccc(F)cc3F)sc21
-1.9 | Cc1cc(NC(=O)c2cnn3c(C(F)(F)F)cc(-c4ccc(Br)cc4)nc23)no1
-6.6* | O=C(CN1CCN(Cc2ccccc2)CC1)Nc1cccc(C(F)(F)F)c1
1 | O=c1nc2s/c(=C\c3ccco3)c(=O)n2nc1Cc1ccc(F)cc1
1.3 | O=C(Nc1ccc(F)cc1)N1CCN(c2ccc3nnc(-c4ccc(F)cc4)n3n2)CC1
-1.6 | O=C(NCC(c1cccnc1)N1CCN(c2ccc(F)cc2)CC1)c1ccccc1 (stereo unspecified)
-0.13 | O=C(CN1CCN(c2nc(-c3ccc(F)cc3)cs2)CC1)Nc1ccc2c(c1)OCO2
0.69 | Nn1c(SCC(=O)Nc2ccccc2F)nc2ccccc2c1=O
-1.2 | Cc1cc([N+](=O)[O-])nn1Cc1c(F)c(F)c(F)c(F)c1F
